APJ antagonist = antagonists of human apelin receptor APJ, primary screen, CHO-K1 cells, beta-arrestin complementation, luminescence; P35414; inhibition, % at 20 µM; 330,000 tested, 0.32% active; AID 2521, 2010;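 active means inhibition above about 40% at 20 µM, limit read from the data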;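 further: cells challenged with 10 nM apelin-13 agonist together with compound; plate controls were apelin-13 plus DMSO wells for no effect and DMSO wells lacking apelin-13 for full effect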
tim23-1 inh = growth inhibitors of tim23-1 mutant yeast, primary screen, luminescence, uHTS; S. cerevisiae tim23-1 growth, BacTiter-Glo luminescence, 24 h; inhibition, % at 20 µM; 330,000 tested, 1.3% active;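 active means growth inhibition of the mutant yeast at or above 50%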;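 further: temperature-sensitive mutant grown at 25 °C; plate controls were DMSO-treated mutant yeast for no effect and medium wells lacking yeast for full effect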
Mdm2 MdmX PPI = inhibitors of human Mdm2-MdmX association, primary screen, cell-based, luminescence, split luciferase, SaOS-2, uHTS; 330,000 tested, 3% active; SaOS-2 split-luciferase Mdm2/MdmX complementation; AID 485346, 2010; inhibition, % at 8 µM; Protein Mdm4 (Homo sapiens) + E3 ubiquitin-protein ligase Mdm2 (Homo sapiens), …;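 active means inhibition of at least 50% at 8 µM in the primary screen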
Target sequence (O15151 whole entry, looked up): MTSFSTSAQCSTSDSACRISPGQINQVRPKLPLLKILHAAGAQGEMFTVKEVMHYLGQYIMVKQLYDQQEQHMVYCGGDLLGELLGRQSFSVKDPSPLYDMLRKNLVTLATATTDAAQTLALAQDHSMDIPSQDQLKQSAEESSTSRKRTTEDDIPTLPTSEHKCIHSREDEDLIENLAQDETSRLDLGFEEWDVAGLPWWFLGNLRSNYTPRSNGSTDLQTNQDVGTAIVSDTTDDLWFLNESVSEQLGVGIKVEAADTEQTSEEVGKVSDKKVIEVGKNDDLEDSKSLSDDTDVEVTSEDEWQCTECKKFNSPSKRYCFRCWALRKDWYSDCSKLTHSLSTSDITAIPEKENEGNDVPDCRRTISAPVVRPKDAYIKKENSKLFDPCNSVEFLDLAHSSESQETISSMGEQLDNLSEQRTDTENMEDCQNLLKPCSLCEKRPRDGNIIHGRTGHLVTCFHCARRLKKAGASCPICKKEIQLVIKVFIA
Target sequence (Q00987 whole entry, looked up): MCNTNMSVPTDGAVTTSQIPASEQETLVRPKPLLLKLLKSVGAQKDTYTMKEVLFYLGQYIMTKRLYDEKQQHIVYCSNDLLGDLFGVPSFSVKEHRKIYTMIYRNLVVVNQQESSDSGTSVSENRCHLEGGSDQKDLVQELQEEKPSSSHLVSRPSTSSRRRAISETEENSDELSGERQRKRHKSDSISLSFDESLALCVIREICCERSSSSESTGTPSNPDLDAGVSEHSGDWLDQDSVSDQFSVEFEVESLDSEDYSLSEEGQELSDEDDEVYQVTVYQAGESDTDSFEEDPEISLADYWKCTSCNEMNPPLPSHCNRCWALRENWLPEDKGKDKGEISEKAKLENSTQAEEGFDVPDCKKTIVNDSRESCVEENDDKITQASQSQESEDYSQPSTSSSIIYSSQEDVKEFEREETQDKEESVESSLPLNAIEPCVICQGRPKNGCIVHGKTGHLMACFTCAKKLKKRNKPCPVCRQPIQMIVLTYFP
CHOP UPR activ = activators of apoptotic CHOP UPR arm, primary screen, cell-based, CHO-CHOP luciferase reporter, luminescence, uHTS | UPR activation; percent of tunicamycin response over DMSO baseline | activation, % at 10 µM | 330,000 tested, 0.34% active | AID 449763, 2010;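 active means at 10 µM dose, activation of 40% or more, normalized to positive control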;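 further: 100% = tunicamycin at 10 µg/mL and 0% = DMSO alone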
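System: CHO-CHOP luciferase reporter cell line; amount: 500 cells/well; buffer or medium: F12 medium containing 10% fetal bovine serum; incubation: 6 h compound exposure at 37 °C after overnight seeding; measured by: luciferase luminescence after 10 min with Steady-Glo reagent; evaluation: % reporter activation, DMSO baseline versus tunicamycin full activation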
XBP1 UPR activ = activators of adaptive XBP1 UPR arm, primary screen, cell-based, CHO-XBP1 luciferase reporter, luminescence, uHTS; activation, % at 20 µM; IRE1-XBP1 UPR activation; percent of tunicamycin response, DMSO as zero; 330,000 tested, 0.33% active; AID 463104, 2010;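 active means versus positive control, 20 µM dose yields 30% or more activation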;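 further: 100% = tunicamycin at 10 µg/mL and 0% = DMSO only wells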
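Material: CHO cell line with stable XBP1 luciferase reporter; schedule: 16-18 h cell attachment at 37 °C, then 6 h compound exposure; signal: glow luminescence from Steady-Glo reagent; medium: serum-containing F12 medium, 10% FBS; benchmarks: tunicamycin 10 µg/mL and vehicle-only wells; read-out: percent activation relative to tunicamycin reference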
697 NFkB inh = inhibitors of PMA/ionomycin-induced NF-kB reporter, 697 cells, primary screen, B-cell NF-kB inhibitor project, cell-based, luminescence, uHTS | 697 B-cell NF-kB luciferase reporter, 16 h | inhibition, % at 4 µM | 330,000 tested, 0.33% active | AID 435022, 2010; in the data active means inhibition above about 35%
Jurkat NFkB inh = inhibitors of induced NF-kB luciferase reporter, primary screen, TCR NF-kB activation inhibitor project, cell-based, luminescence, uHTS | Jurkat, PMA/ionomycin-induced NF-kB luciferase reporter | AID 435003, 2010 | inhibition, % at 4 µM | 330,000 tested, 0.53% active; in the data active means inhibition above about 50%
APJ agonist = agonists of human apelin receptor APJ, primary screen, CHO-K1 cells, PathHunter beta-arrestin, luminescence; 0% DMSO wells, 100% apelin; P35414; 330,000 tested, 0.11% active; AID 2520, 2010; activation, % at 20 µM;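 active means activation more than six SD over the plate average, tested at 20 µM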;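 further: 0% = DMSO alone and 100% = apelin-13 at 10 nM; some results filed as inactive read as strong as hits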
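Material: CHO-K1 APJ beta-arrestin complementation cell line; Input: cell density 1000 per well; Incubation: compound stimulation 90 min at 25 °C, detection 60 min; Signal: luminescence from split beta-galactosidase complementation, Galacton Star/Emerald II substrate; Controls: DMSO-only wells as negative, 10 nM Apelin-13 as positive control.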
* hit, by the source's call; . = no result given.

SMILES	APJ antagonist	tim23-1 inh	Mdm2 MdmX PPI	CHOP UPR activ	XBP1 UPR activ	697 NFkB inh	Jurkat NFkB inh	APJ agonist
CCOc1cc(C(=O)NC(C)Cc2cccs2)cc(OCC)c1OCC (centres undefined)	12	-1	-7	-2.0	4	-9	-17	-3
CC(Sc1nnnn1-c1ccc(O)cc1)C(=O)NC1CCCCC1C (centres undefined)	-19	2	10	-0.1	-6	-7	4	1
COC(=O)c1cc2oc(C)cc2n1CC(=O)N(C)c1ccccc1	-19	17	-3	-2.5	0	-1	7	-6
O=C(COC(=O)Cc1c(F)cccc1Cl)NC(=O)Nc1ccccc1F	-2	14	-2	-1.2	1	2	5	-2
COc1ccc2[nH]cc(CCNC(=O)Nc3ccccc3C)c2c1	7	-3	15	1.1	-5	2	-2	-1
O=C1NCCOC(=O)[C@H](Cc2ccc(F)cc2)C/C=C\C[C@H]1CC(=O)N(CCO)Cc1ccccc1	-1	-9	23	0.4	6	-29	9	-3
CCOc1ccc(C(=O)NCCc2cnc[nH]2)cc1OCC	-2	13	-25	3.5	-2	-19	-14	-2
Cc1nnc(-c2ccco2)c2cn(-c3cccc(Br)c3)nc12	12	18	44	-0.5	1	6	9	-1
O=C(c1cc(-c2cccc(Cl)c2)on1)N1CCN(c2ccc(F)cc2)CC1	-17	-12	29	0.2	1	-7	-7	-3
CSc1ccc(S(=O)(=O)NCC(=O)OCC(=O)N2CC(C)CC(C)C2)cc1[N+](=O)[O-] (centres undefined)	11	-3	5	-0.9	1	-8	-8	-1
CC(=O)Nc1ccc(S(=O)(=O)Nc2nc3ccccc3nc2Nc2ccc(O)c(C(=O)O)c2)cc1	13	-11	11	1.3	-4	-5	-6	-1
O=C(CSc1n[nH]c(-c2ccccn2)n1)Nc1ccccc1	21	11	27	0.1	-3	-3	-8	-10
CC[C@]12c3[nH]c4cc(CCC(=O)N(C)C)ccc4c3CCN1C(=O)[C@@H](CC(=O)NCCCn1ccnc1)C[C@@H]2C(=O)N1CCN(C(=O)c2ccco2)CC1	.	17	15	1.2	-1	5	.	.
CCC(=O)N(Cc1cc2cc(OC)ccc2[nH]c1=O)c1cc(C)ccc1C	27	13	-10	-1.5	1	-14	-18	-1
CC(C)[C@H](NC(=O)c1ccccc1)C(=O)Nc1ccc2c(c1)OCO2	-7	12	-6	1.8	0	14	-2	1

5 records drawn at random from those above, as already listed:
SMILES	APJ antagonist	tim23-1 inh	Mdm2 MdmX PPI	CHOP UPR activ	XBP1 UPR activ	697 NFkB inh	Jurkat NFkB inh	APJ agonist
CC(=O)Nc1ccc(S(=O)(=O)Nc2nc3ccccc3nc2Nc2ccc(O)c(C(=O)O)c2)cc1	13	-11	11	1.3	-4	-5	-6	-1
CSc1ccc(S(=O)(=O)NCC(=O)OCC(=O)N2CC(C)CC(C)C2)cc1[N+](=O)[O-] (centres undefined)	11	-3	5	-0.9	1	-8	-8	-1
COc1ccc2[nH]cc(CCNC(=O)Nc3ccccc3C)c2c1	7	-3	15	1.1	-5	2	-2	-1
CC(C)[C@H](NC(=O)c1ccccc1)C(=O)Nc1ccc2c(c1)OCO2	-7	12	-6	1.8	0	14	-2	1
CCOc1ccc(C(=O)NCCc2cnc[nH]2)cc1OCC	-2	13	-25	3.5	-2	-19	-14	-2

More compounds follow.
SMILES	APJ antagonist	tim23-1 inh	Mdm2 MdmX PPI	CHOP UPR activ	XBP1 UPR activ	697 NFkB inh	Jurkat NFkB inh	APJ agonist
Cc1cc(C)cc(OCC(=O)Nc2ccc(N3CCCCC3)cc2)c1	11	5	-37	0.0	-1	7	8	5
O=C(CSc1ccc(-c2ccco2)nn1)Nc1ccccc1	-12	3	8	1.1	-2	14	-20	-4
COc1ccc(C(=O)Nn2c(SCC(=O)NCC3CCCO3)nc3ccccc3c2=O)cc1 (centres undefined)	2	7	42	-6.6	-4	-110	-33	-2
NC(=O)COC(=O)c1c2c(nc3ccccc13)CCCC2	23	-5	25	-1.0	-2	16	7	-1
COc1ccc(CCNC(=O)C/C(C)=N/NC(=O)COc2ccc(C)cc2Br)cc1OC	3	1	5	0.7	-3	11	12	-4
Cc1nc(Cl)cc(N/N=C/c2ccc(O)cc2)n1	2	18	17	2.2	10	-21	-12	-2
CC(C)[C@H](NC(=O)c1ccccc1Cl)C(=O)OCc1cc([N+](=O)[O-])cc2c1OCOC2	4	18	2	0.0	3	-12	4	0
COc1ccc(/C=C(/C(=O)Nc2ccccc2C(=O)N2CCCC2)c2ccccc2)cc1	4	30	-11	-0.2	-1	-16	1	2
O=c1c(=O)n(O)c2ccccc2n1O	5	-7	-5	-0.9	0	18	4	-1
Cc1cccc(CSc2nnc(-c3cnccn3)n2C)c1	10	14	18	1.2	1	5	-8	-5
Cc1nn(C)c(C(=O)Nc2cccc(CN3CCOCC3)c2)c1Br	-13	11	4	-0.1	-1	-7	0	-2
CC(=O)c1ccccc1NC(=O)c1ccc(OCc2c(C)noc2C)cc1	5	14	20	-0.2	0	7	12	0
O=C(c1cccc2ccccc12)n1nnc2ccccc21	-5	0	18	5.1	-3	-13	-12	0
Cc1nc(NC(=O)c2ccccc2)sc1C1(C)CC(c2ccccc2F)=NO1 (centres undefined)	-21	23	-18	2.3	5	-14	-3	4
CC(NC(=O)C1CCCN(S(=O)(=O)c2cccc3nonc23)C1)c1ccccc1 (centres undefined)	-15	8	-25	-2.3	-2	1	-11	0
O=C(NC(=S)Nc1ccccn1)c1cc(-c2ccccc2)nc2ccccc12	-1	41	19	2.3	-1	-4	0	-1
O=S(=O)(Nc1ccccc1Cl)c1cccc2nsnc12	17	26	-1	6.8	-4	4	-15	0
c1nc(N2CCCCC2)c2[nH]cnc2n1	10	7	7	0.1	0	5	19	-1
c1ccc2[nH]c(CSc3nnc(-c4ccncc4)o3)nc2c1	9	-16	-5	-2.0	2	-4	-9	-3
Cc1cc(OCc2nnc(SCC(=O)OC3CCCCC3)o2)ccc1Cl	-4	0	-19	-0.1	-2	27	-2	-4
COc1ccc(C2NCCn3cccc32)cc1 (centres undefined)	0	12	18	-1.9	-1	2	6	4
COc1ccc(CCN(Cc2nc3ccccc3c(=O)[nH]2)C(=O)c2ccco2)cc1OC	-13	26	9	-1.4	1	-37	-12	11
CC(C)C1C(C#N)=C(N)Oc2n[nH]c(-c3cccs3)c21 (centres undefined)	-11	30	-5	-1.5	-1	16	-2	1
COc1ccc(-c2nnc(SCC(=O)NCC3CCCO3)n2C)cc1 (centres undefined)	27	-6	36	-2.0	0	14	-9	-1
O=C(CC1(O)C(=O)Nc2ccccc21)c1ccc(-n2cccc2)cc1 (centres undefined)	-10	9	-32	2.2	1	-24	-1	3
COc1cc(/C=C(/NC(C)=O)C(=O)O)cc(Cl)c1OCc1ccc(Br)cc1	-4	15	-16	4.9	0	10	1	0
CCc1ccc(C(=O)N2CCC(c3nc4ccccc4s3)CC2)cc1	16	37	33	-0.3	-2	5	4	-7
Cn1c(=O)c2c(SCC(=O)N3CCN(c4ccccc4)CC3)nc(C3CC3)nc2n(C)c1=O	-1	8	33	0.2	-1	1	8	0
COC(=O)CC1=NN(c2ccccc2)C(=O)/C1=C\c1ccc(OC)cc1	18	39	7	0.1	-2	6	0	0
CCC(NC(=O)c1cc(COc2cc(C)c(Cl)c(C)c2)on1)c1ccncc1 (centres undefined)	-10	12	34	4.1	-10	16	9	2
Cc1ccc(CNC(=O)CSc2ccc(-c3ccccn3)nn2)cc1	3	-13	1	-0.6	1	18	-9	-1
Cc1ccc(NC(=O)C(C)SCC(=O)Nc2ccc(F)cc2)cc1S(=O)(=O)N1CCOCC1 (centres undefined)	-61	3	21	0.8	-5	-2	6	6
CCOC(=O)CCN1C(=O)c2ccccc2Sc2ncccc21	19	1	15	0.0	-6	11	-2	-3
Cc1ccnc(N2CCC(C(=O)NCc3ccc4c(c3)OCO4)CC2)n1	13	-1	-3	0.8	-1	-2	0	-2
CC(C)(NO)/C(=N/O)c1ccc(Br)cc1	-32	17	-34	-2.3	-1	-2	-8	3
Cc1ccnc(NS(=O)(=O)c2ccc(NC(=O)c3cc(-c4ccccc4)nc4ccccc34)cc2)n1	-8	1	-7	2.9	-1	-14	-4	0
COC(=O)C1CCN(C(=O)C2CCC(=O)N(CCCc3ccccc3)C2)CC1 (centres undefined)	18	4	-19	0.4	-6	-7	2	1
CCOC(=O)C1CCN(S(=O)(=O)c2ccc3c(c2)CC(=O)N3C)CC1	13	20	-23	0.8	1	-5	-10	0
COc1ccc(C(=O)OCc2cc(=O)n3ccsc3n2)cc1F	4	-7	3	3.4	6	18	-18	0
CC1CN(c2oc(-c3cccs3)nc2C#N)CC(C)O1 (centres undefined)	4	15	10	-2.2	-4	8	8	-4
CC(C(=O)N1CCCCC1)N(C)CC(=O)Nc1cccc(F)c1 (centres undefined)	8	3	24	-2.4	-1	4	9	0
CCOC(=O)c1oc2ccc(S(=O)(=O)N3CCOCC3)cc2c1C	8	-2	-24	2.2	-2	9	11	2
COCCn1c(SCC(=O)N2CCCC2)nnc1C(C)C	-1	3	7	-0.8	-1	13	8	-5
COc1ccc(C)cc1NC(=O)C1CCN(S(=O)(=O)c2cccs2)CC1	10	-3	16	1.0	-4	8	-10	-1
CC(C)C(=O)Nc1nnc(SCC(=O)NC2CC2)s1	-10	22	-5	-0.1	-1	3	6	4
COc1ccc(CNCCNC(=O)c2nonc2N)cc1OC	27	-6	-21	0.4	1	20	5	-2
Cn1ncc(C#N)c1NC(=O)c1nn2cccnc2c1Cl	6	1	10	-0.5	-7	4	4	-3
COC(=O)c1cc(Br)c(=O)n(-c2nccs2)c1	11	0	14	-0.6	0	16	-3	-2
Cc1[nH]n(-c2nc(-c3ccc(Cl)cc3)cs2)c(=O)c1N=Nc1ccc(O)cc1	23	2	63*	32	-4	-90	26	-4
COc1cc(/C=C(\NC(=O)c2ccccc2)C(=O)NCC(=O)O)c([N+](=O)[O-])cc1OC	2	17	-6	4.5	-1	13	7	0
CN1CCN(c2ccccc2NC(=O)c2cc3c(s2)-c2ccccc2OC3)CC1	23	13	57*	0.1	5	-11	11	0
O=C(O)c1ccc(Cn2nnc3sc4c(c3c2=O)CCCC4)cc1	-20	19	-26	4.1	1	-4	0	-2
CC1(C)C2CC=C(/C=N/NC(=O)c3ccc(O)cc3)C1C2 (centres undefined)	3	18	11	-0.1	-3	24	-7	-4
CCc1ccc(/C=C2\SC(=S)N(CCC(=O)NCCCN3CCOCC3)C2=O)cc1	-1	16	1	1.7	2	-36	-13	8
CCCN1C(=O)c2cc(C(=O)Nc3ccc(OC)c(OC)c3)ccc2C1Nc1ccc(OC)c(OC)c1 (centres undefined)	0	-17	46	-1.8	-1	-3	-18	1
CC(=O)Nc1c(C)ccc(CNC(=O)COc2ccc(F)cc2)c1C	2	12	6	-0.2	0	19	-2	1
CC(C)(C)OC(=O)N1CCC2(CC1)Oc1ccc(F)cc1C(=O)C21CC(c2ccc(Cl)cc2)=NO1 (centres undefined)	13	19	10	-0.7	-2	18	17	0

Screening data as filed in PubChem BioAssay.
